# Screening data deposited in PubChem BioAssay by Broad Institute.
# S100A4 MyoIIA = inhibitors of S100A4-myosin IIA peptide binding, primary screen, biochemical, fluorescence polarization, TAMRA-MyoIIA peptide; inhibition, % at 10.7 µM; 0.14% of 360,000 active;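 active = mean inhibition of at least 70% across replicates, with every replicate also reaching that level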
# Target sequence (P26447 whole entry, looked up): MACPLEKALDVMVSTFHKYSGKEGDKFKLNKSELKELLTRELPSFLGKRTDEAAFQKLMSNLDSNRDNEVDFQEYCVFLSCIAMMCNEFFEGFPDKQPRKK
#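 Test system – S100A4 monomer (human) · Compound – single-point compound testing · Schedule – 5 min incubation before reading · Probe or stimulus – TAMRA-labelled myosin IIA heavy-chain peptide probe, 5 nM · Benchmarks – neutral control DMSO, positive control TFP · Medium – Calcium-containing HEPES buffer, pH 7.2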
# SIRT5 inh = SIRT5 desuccinylase inhibitors, primary screen, biochemical, fluorescence imaging, single point, set 5. AID 652115, 2013. Purified SirT5, succinyl-peptide AMC, trypsin-coupled fluorescence. inhibition, % at 15 µM. 1.1% of 330,000 active. NAD-dependent protein deacylase sirtuin-5, mitochondrial (Homo sapiens), Q9NXA8; in the data active = inhibition above about 15%
# Target sequence (Q9NXA8 whole entry, looked up): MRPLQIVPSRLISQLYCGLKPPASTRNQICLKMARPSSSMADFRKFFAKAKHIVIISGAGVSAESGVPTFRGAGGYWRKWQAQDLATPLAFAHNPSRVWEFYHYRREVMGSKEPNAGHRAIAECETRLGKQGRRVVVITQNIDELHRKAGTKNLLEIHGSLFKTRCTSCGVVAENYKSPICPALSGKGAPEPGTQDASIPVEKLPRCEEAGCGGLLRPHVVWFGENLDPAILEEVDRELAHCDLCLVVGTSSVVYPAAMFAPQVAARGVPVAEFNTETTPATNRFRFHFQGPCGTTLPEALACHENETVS
# LGR2 inh = inhibitors of bursicon-induced LGR2 CRE-luciferase signal, primary screen, cell-based, HEK293, CRE-luciferase reporter, bursicon stimulation; bursicon-stimulated, 4 h; inhibition, % at 9.99 µM; 0.35% of 380,000 active; AID 720647, 2013;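 active = drop in luminescence signal, shown as inhibition above about 50% in the replicate tests, limit read from the data, passing the limit was not always enough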;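 note: agonist challenge used bursicon conditioned medium at about half maximal strength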
# C2C12 statin = suppressors of statin myotoxicity in C2C12 myotubes, primary screen, cell-based, single point, plate reader | C2C12 myotubes + simvastatin, ATP luminescence, 48 h; scaled: DMSO 0, geranylgeraniol control 100 | rescue of ATP level, % at 7.49 µM | 0.78% of 330,000 active | AID 602340, 2012;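 active = mean ATP rescue above about 67%, or every replicate alone reaching that limit, limit read from the data, passing the limit was not always enough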;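 note: myotubes were challenged with 10 µM simvastatin during compound exposure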
# FN deposit inh = inhibitors of fibronectin matrix deposition, primary screen, AH1F cells, Alexa488-fibronectin fluorescence, plate reader. 0.086% of 350,000 active. AH1F fibroblasts, overnight. inhibition, % at 12.6 µM. AID 743247, 2014;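 active = mean inhibition across replicates of 30% or more, regardless of how many single replicates reach that level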;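 note: positive control wells lacked labelled fibronectin entirely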
#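 Material: AH1F fibroblasts assembling fluorescent fibronectin matrix; amount: 10000 AH1F cells/well; medium: DMEM, 2% serum; reagent: Alexa488-fibronectin, 24 nM final in well; dosing: single compound dose, delivered by pin transfer; incubation: 1 h adhesion, overnight exposure; detection: fluorescence after three HBSS washes, excitation 485 nm, emission 525 nm; measure: fibronectin deposition inhibition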
# esBAF inh = Bmi1 luciferase reporter increase in mESCs, primary screen, esBAF inhibitor project, mouse ES cells, Bmi1 luciferase knock-in, single point. 24 h; 100% = twice the neutral-well signal. reporter increase, % at 12.5 µM. 2% of 350,000 active; in the data active = activation above about 40%;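 note: 0% = median of the plate's neutral control wells and 100% = double that signal; a rise in the Bmi1 reporter signal indicates esBAF inhibition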
# Casp6 inh = human caspase-6 inhibitors, primary screen, biochemical, VEID-R110 fluorescence, single point, set 2 | P55212 | purified caspase-6, Z-VEID-R110 cleavage fluorescence | inhibition, % at 12.5 µM | 0.53% of 350,000 active;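 active = mean inhibition across replicates at least about 35%, with every replicate also reaching that limit, limit read from the data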;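 note: 0% = median of neutral control wells and 100% = no fluorescence left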
# Target sequence (P55212 24-179 limits assumed): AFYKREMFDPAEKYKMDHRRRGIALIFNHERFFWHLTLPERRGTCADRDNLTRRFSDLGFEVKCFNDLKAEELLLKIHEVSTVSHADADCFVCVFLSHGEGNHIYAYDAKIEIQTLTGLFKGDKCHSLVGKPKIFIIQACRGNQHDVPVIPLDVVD
# Target sequence (P55212 194-293 limits assumed): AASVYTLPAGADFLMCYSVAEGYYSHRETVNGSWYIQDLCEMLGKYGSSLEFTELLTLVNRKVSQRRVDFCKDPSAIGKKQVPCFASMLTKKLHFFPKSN
# * marks the source's active call; other numbers are inactive results; x = not tested or not shown. Some of the compounds tested; the hit share may differ from the screen's.
1	COc1ccc2c3c([nH]c2c1)[C@H](CO)N(C(=O)Nc1ccc(F)cc1)CC31CN(CC2CCOCC2)C1
2	NS(=O)(=O)c1ccc(CCNC(=O)CC(NC(=O)c2ccccc2Cl)c2ccccc2)cc1 (stereo not given)
3	COc1ccc(OC)c(CNC(=O)Cn2nc(C)c3c(C)n(-c4ccc(C)cc4)nc3c2=O)c1
4	COC(=O)COc1ccc(S(=O)(=O)Nc2cc([N+](=O)[O-])ccc2C)cc1
5	COC(=O)C1=C(C)NC(=S)NC1c1ccco1 (stereo not given)
6	Cc1cccc(NC(=O)CSc2nc(N)c(NC(=O)c3cccs3)c(=O)[nH]2)c1C

assay / compound	1	2	3	4	5	6
S100A4 MyoIIA	6	-2	-6	-29	-2	3
SIRT5 inh	1	1	4	-5	0	-6
LGR2 inh	-13	-6	15	-3	-16	-10
C2C12 statin	x	x	5	-6	x	-6
FN deposit inh	x	10	2	x	1	-1
esBAF inh	x	x	2	-1	x	-7
Casp6 inh	0	1	-3	0	-2	0

7	Cn1c(=O)c2c(nc(CN3CCN(Cc4ccccc4)CC3)n2Cc2ccc(F)cc2)n(C)c1=O
8	COCCCNc1nc2nonc2nc1N1CCN2CCCC2C1 (stereo not given)
9	CN(Cc1cccc(F)c1)C(=O)CSc1nnnn1C1CC1
10	CCCCCCc1cc2cc(-c3nnc(-c4ccccc4OC)o3)c(=O)oc2cc1O
11	OC(c1ccccc1)C1(c2ccccc2)CCN(Cc2ccccc2)CC1 (stereo not given)
12	Cc1cccc(-c2ncc(CN3CCN(CC(C)C)C(CCO)C3)cn2)c1 (stereo not given)

assay / compound	7	8	9	10	11	12
S100A4 MyoIIA	-1	5	7	x	-2	4
SIRT5 inh	3	-2	4	x	x	0
LGR2 inh	x	-2	-21	x	0	x
C2C12 statin	2	0	-9	-9	x	x
FN deposit inh	7	-5	4	-15	9	-3
esBAF inh	0	-2	x	-1	x	17
Casp6 inh	0	0	-2	x	0	-6

13	CN(C)N1C(N)=C(C#N)C(c2ccc3c(c2)OCO3)C2=C1CC(C)(C)CC2=O (stereo not given)
14	COc1cc([N+](=O)[O-])ccc1NC(=O)C1C2C=CC(C2)C1C(=O)O (stereo not given)
15	Cc1cccc(-n2c(Cc3cc(=O)[nH]c(=O)[nH]3)nnc2SCC(=O)NCC2CCCO2)c1 (stereo not given)
16	Cc1nc2ccccc2cc1OCc1ccc(Cl)cc1
17	Cc1cc(C(=O)NCc2ccco2)on1
18	COc1ccc(S(=O)(=O)N(C)CC(=O)Nc2ccc3c(c2)OCCO3)cc1OC

assay / compound	13	14	15	16	17	18
S100A4 MyoIIA	-2	0	1	x	-5	x
SIRT5 inh	0	6	-3	x	-3	x
LGR2 inh	-6	5	3	x	3	1
C2C12 statin	-10	12	-7	-6	0	-3
FN deposit inh	-4	5	-19	-3	-3	x
esBAF inh	-6	-3	-6	8	1	-6
Casp6 inh	4	-3	0	x	12	x

19	CS(=O)(=O)c1ccc(-c2cccc(NC(=O)COc3ccc(Cl)cc3)c2)nn1
20	Nc1ccc(NC(=S)Nc2ccccc2)cc1
21	C[C@@H]1CN([C@@H](C)CO)C(=O)Cc2cc(NC(=O)Nc3cccc4ccccc34)ccc2O[C@@H]1CN(C)Cc1ccc(Cl)c(Cl)c1
22	C[C@@H]1CN([C@H](C)CO)C(=O)c2cccc(NC(=O)c3nc4ccccc4s3)c2O[C@@H]1CN(C)C(=O)Nc1ccc(F)cc1
23	COc1cc(OC)c(C2Nc3cccc4cccc(c34)N2)c(OC)c1
24	C[C@H]1CN([C@@H](C)CO)C(=O)c2cc(N(C)C)ccc2O[C@H]1CN(C)Cc1ccc(C(=O)Nc2ccccc2N)cc1

assay / compound	19	20	21	22	23	24
S100A4 MyoIIA	0	1	-2	3	-4	x
SIRT5 inh	1	-2	11	2	0	x
LGR2 inh	6	-11	5	-14	19	10
C2C12 statin	-1	x	17	x	3	29
FN deposit inh	10	0	x	9	1	-17
esBAF inh	10	x	-2	3	2	-6
Casp6 inh	1	8	-4	-1	x	x

25	COc1ccc2c3c(n(C)c2c1)[C@H](CO)N(C(=O)c1cnccn1)CC31CN(C(=O)c2cnccn2)C1
26	O=C(C[n+]1ccc2ccccc2c1)c1ccccc1
27	Cc1nc(NC(=O)/C=C/c2ccccc2)sc1C(=O)Nc1cccc(Cl)c1
28	Cc1cc(CN2CCC(N3CCC(C(=O)NC4CC4)CC3)CC2)cc(C)c1O
29	COc1ccc(/C=C/C(=O)Nc2ccc(OC)nc2)cc1
30	CC(C)C1CCN(C(=O)C2CCC(=O)N(CCc3ccc(Cl)cc3)C2)CC1 (stereo not given)

assay / compound	25	26	27	28	29	30
S100A4 MyoIIA	4	-4	-6	3	6	-3
SIRT5 inh	2	-4	-1	-3	6	-1
LGR2 inh	0	-20	-3	26	-29	-11
C2C12 statin	x	x	x	-3	84*	2
FN deposit inh	x	-3	3	1	8	5
esBAF inh	x	x	x	-4	8	-7
Casp6 inh	1	-7	-2	-14	-3	2

31	COc1ccc(C(=O)N2CCN(C3CCCCC3)CC2)c(OC)c1
32	CCCCCCC(=O)N/N=C1\CCCc2ccccc21
33	CS(=O)(=O)c1ccc(C(=O)NCCN2C(=O)S/C(=C\c3cccnc3)C2=O)cc1[N+](=O)[O-]
34	O=C(CN1CCOCC1)N[C@H]1CC[C@@H](CCn2cc(C3CC3)nn2)O[C@H]1CO
35	COc1cccc(C(=O)Nc2ccccc2N2CCOCC2)c1
36	COc1ccc2c(c1)C(=O)CCC2c1ccccc1 (stereo not given)

assay / compound	31	32	33	34	35	36
S100A4 MyoIIA	4	0	-6	1	x	-3
SIRT5 inh	-1	-1	-2	5	x	2
LGR2 inh	x	6	69*	7	x	17
C2C12 statin	6	-1	x	-7	-1	-6
FN deposit inh	x	0	x	1	1	2
esBAF inh	-2	-6	x	2	0	3
Casp6 inh	0	-3	10	3	x	-5

# A portion of the results above, for reference:
28	Cc1cc(CN2CCC(N3CCC(C(=O)NC4CC4)CC3)CC2)cc(C)c1O
29	COc1ccc(/C=C/C(=O)Nc2ccc(OC)nc2)cc1
30	CC(C)C1CCN(C(=O)C2CCC(=O)N(CCc3ccc(Cl)cc3)C2)CC1 (stereo not given)
31	COc1ccc(C(=O)N2CCN(C3CCCCC3)CC2)c(OC)c1
32	CCCCCCC(=O)N/N=C1\CCCc2ccccc21
33	CS(=O)(=O)c1ccc(C(=O)NCCN2C(=O)S/C(=C\c3cccnc3)C2=O)cc1[N+](=O)[O-]
34	O=C(CN1CCOCC1)N[C@H]1CC[C@@H](CCn2cc(C3CC3)nn2)O[C@H]1CO

assay / compound	28	29	30	31	32	33	34
S100A4 MyoIIA	3	6	-3	4	0	-6	1
SIRT5 inh	-3	6	-1	-1	-1	-2	5
LGR2 inh	26	-29	-11	x	6	69*	7
C2C12 statin	-3	84*	2	6	-1	x	-7
FN deposit inh	1	8	5	x	0	x	1
esBAF inh	-4	8	-7	-2	-6	x	2
Casp6 inh	-14	-3	2	0	-3	10	3

# (more compounds)
37	COc1ccc(CN(CC2CCCO2)S(=O)(=O)c2ccc(-n3cnnn3)c(OC)c2)cc1 (stereo not given)
38	CNC[C@H]1Oc2ccc(NC(=O)CCC(F)(F)F)cc2C(=O)N([C@H](C)CO)C[C@@H]1C
39	COc1ccccc1NC(=O)N1CCC(C(=O)c2ccc(F)cc2)CC1
40	CCC1=CC(c2ccccc2)n2ncnc2N1 (stereo not given)
41	COc1ccccc1CCNC(=O)c1ccc(NC(=O)CC2SC(N3CCCCC3)=NC2=O)cc1 (stereo not given)
42	Cc1cccc(NC(=O)COC(=O)Cc2cccc(C(F)(F)F)c2)c1C

assay / compound	37	38	39	40	41	42
S100A4 MyoIIA	-9	-57	x	x	-25	-2
SIRT5 inh	0	6	x	x	-1	-2
LGR2 inh	-2	6	x	1	0	-17
C2C12 statin	x	13	-1	-1	-2	1
FN deposit inh	-1	-1	4	0	0	4
esBAF inh	x	4	16	-1	1	-3
Casp6 inh	2	1	x	x	5	-1

43	Cc1nc(N2CCN(S(=O)(=O)c3ccccc3C#N)CC2)c2c(-c3ccccc3)csc2n1
44	CCOC(=O)c1ccc(/C=N/O)[n+](Cc2ccccc2)c1
45	COc1cccc(N(CC(=O)NCCSc2ccc(Cl)cc2)S(C)(=O)=O)c1
46	C[C@@H]1CN([C@H](C)CO)C(=O)c2ccccc2-c2ccccc2CO[C@H]1CN(C)S(=O)(=O)c1ccc(Cl)cc1
47	COc1ccc2c3c([nH]c2c1)[C@@H](CO)N(C(=O)C1CCCC1)CC31CCN(C)CC1
48	CCN(CC)CC#CCC1(O)c2ccccc2-c2ccccc21

assay / compound	43	44	45	46	47	48
S100A4 MyoIIA	-2	1	3	2	-7	-3
SIRT5 inh	-1	7	-4	x	-1	-2
LGR2 inh	12	13	-6	-5	3	11
C2C12 statin	-99	-3	1	x	x	27
FN deposit inh	5	1	1	-3	x	x
esBAF inh	2	-1	-7	-5	x	1
Casp6 inh	-1	1	-1	0	-2	2

49	Cc1noc(C)c1NC(=O)Nc1cccc2c1O[C@@H](CN(C)Cc1ccc3c(c1)OCO3)[C@@H](C)CN([C@@H](C)CO)C2=O
50	O=C(Nc1ccccc1)N1CCN(c2ccccc2)CC1
51	Cc1ccc(-c2csc(/C(C#N)=C(\O)CCl)n2)cc1
52	C=CCOc1cccc(C(=O)Nc2ncn[nH]2)c1
53	O=C(Nc1ccc(S(=O)(=O)NC2CCCCC2)cc1)c1ccc(Br)o1
54	Cc1ccc(-c2csc(N)n2)s1

assay / compound	49	50	51	52	53	54
S100A4 MyoIIA	-1	-2	-7	5	-1	x
SIRT5 inh	0	-3	-2	5	-4	x
LGR2 inh	-15	-20	x	-8	-6	x
C2C12 statin	-17	4	x	8	-2	-13
FN deposit inh	x	7	4	6	x	-4
esBAF inh	2	12	x	7	9	23
Casp6 inh	2	1	0	1	4	x

55	C[C@@H]1CCCCO[C@@H](CN(C)C(=O)Cc2ccccc2)[C@H](C)CN([C@@H](C)CO)C(=O)c2cc(NS(C)(=O)=O)ccc2O1
56	CCCCC(=O)Nc1ccc(NC(=O)C2CC2)cn1
57	CC(=O)c1cc(-c2ccc(F)cc2)n(CCC(=O)NC(C)(C)C)c1C
58	C[C@@H]1CCCCO[C@H](CN(C)C(=O)Nc2ccc(C(F)(F)F)cc2)[C@H](C)CN([C@@H](C)CO)C(=O)c2cc(NC(=O)Nc3ccccc3)ccc2O1
59	CCN1C(=O)/C(=C2\C=Cc3ccccc3N2CC)OC1=S
60	C[C@@H]1CN([C@H](C)CO)C(=O)Cc2cc(NS(C)(=O)=O)ccc2O[C@H]1CN(C)CC1CCCCC1
61	C[C@@H]1CN([C@@H](C)CO)C(=O)c2cc(NS(=O)(=O)c3ccc(F)cc3)ccc2O[C@@H]1CN(C)C(=O)Nc1cccc2ccccc12
62	CCCn1c(C(C)Nc2nc(-c3ccc(C)cc3)cs2)nc2cc(Cl)c(N3CCCCC3)cc21 (stereo not given)

assay / compound	55	56	57	58	59	60	61	62
S100A4 MyoIIA	x	x	-5	-10	5	x	-26	-16
SIRT5 inh	x	x	20*	7	-6	x	1	2
LGR2 inh	-2	x	8	-5	5	-68	8	x
C2C12 statin	2	-36	x	x	x	-11	x	22
FN deposit inh	-3	-9	16	-2	x	-27	x	-3
esBAF inh	11	12	x	-1	x	-2	4	10
Casp6 inh	x	x	-1	1	1	x	-1	0
